HUVEC inhibit – human endothelial cell proliferation inhibition; HUVEC proliferation, CellTiter-Glo luminescence, 72 h; active compounds read low; viability, % at 10 µM (by protocol); 1.1% of 86,000 active; AID 648;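 active = viability at or below 30%; inactive = viability above 30%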;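 also: 100% = median luminescence of DMSO-only cell control wells on each plate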
S1P2 ag – S1P2 (human) receptor agonism; S1P2-expressing cell line, agonist reporter read-out; activation, % at 4.5 µM; 0.46% of 97,000 active; in the data active = activation above about 16%;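 also: 0% = vehicle low control and 100% = maximal reference agonist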
S1P2 antag – antagonists of human S1P2 receptor | O95136 | inhibition, % at 5 µM | cell-based S1P2 antagonist assay, inhibition at 5 uM | 0.21% of 97,000 active; in the data active = inhibition above about 45%;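 also: CRE beta-lactamase reporter cells expressing human S1P2 stimulated with S1P; 0% = agonist at EC80 alone and 100% = agonist plus reference antagonist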
PostGolgi ctrl – growth of the yeast control strain, post-Golgi counter-screen | 5% of 98,000 active | inhibition, % at 10 µM | efflux-deficient yeast background strain, growth absorbance A615, 16 h; in the data active = inhibition above about 30%
sEH inh – inhibitors of human soluble epoxide hydrolase. 0.34% of 91,000 active. AID 707. recombinant human sEH enzymatic activity assay. P34913. inhibition, % at 2 µM; in the data active = inhibition above about 80%; also: values of inactives mirror those of a sister screen read the other way; many of its hits are not listed in these tables
Fibroblast inh – blocks proliferation of human lung fibroblasts. viability, % at 10 µM. LL 47 human lung fibroblast viability, ATP luminescence; active compounds read low. 1.1% of 85,000 active;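 active = viability at or below 50% in the single dose screen; inactive = viability above 50%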;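 also: compound exposure lasted 72 h before the ATP readout; 100% = median luminescence of untreated cell-only wells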
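material = human LL 47 lung fibroblast cells | dosing = compounds added from tenfold dosing solution, 0.1% DMSO final | timing = overnight cell rest, 72 h compound treatment at 37 °C | measured by = CellTiter-Glo luminescence measuring cellular ATP | evaluation = % viability versus median cells-only luminescence | control set = cell-only wells, no compound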
sEH activator – soluble epoxide hydrolase (human) activation | 0.04% of 91,000 active | activation, % at 2 µM | purified human sEH enzymatic activity, activator screen | AID 717; in the data active = activation above about 37%; also: values of inactives mirror those of a sister screen read the other way
LYP act – activators of human LYP (PTPN22) phosphatase | Q9Y2R2 | recombinant LYP, DiFMUP fluorescence; 0 = plate median, 100 = signal doubled | activation, % at 2 µM | AID 697 | 0.11% of 96,000 active;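 active = activation at 2 µM above a set limit, the mean plus 5 SD, cut at about 37% in these data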
Target sequence (Q9Y2R2 whole entry, looked up): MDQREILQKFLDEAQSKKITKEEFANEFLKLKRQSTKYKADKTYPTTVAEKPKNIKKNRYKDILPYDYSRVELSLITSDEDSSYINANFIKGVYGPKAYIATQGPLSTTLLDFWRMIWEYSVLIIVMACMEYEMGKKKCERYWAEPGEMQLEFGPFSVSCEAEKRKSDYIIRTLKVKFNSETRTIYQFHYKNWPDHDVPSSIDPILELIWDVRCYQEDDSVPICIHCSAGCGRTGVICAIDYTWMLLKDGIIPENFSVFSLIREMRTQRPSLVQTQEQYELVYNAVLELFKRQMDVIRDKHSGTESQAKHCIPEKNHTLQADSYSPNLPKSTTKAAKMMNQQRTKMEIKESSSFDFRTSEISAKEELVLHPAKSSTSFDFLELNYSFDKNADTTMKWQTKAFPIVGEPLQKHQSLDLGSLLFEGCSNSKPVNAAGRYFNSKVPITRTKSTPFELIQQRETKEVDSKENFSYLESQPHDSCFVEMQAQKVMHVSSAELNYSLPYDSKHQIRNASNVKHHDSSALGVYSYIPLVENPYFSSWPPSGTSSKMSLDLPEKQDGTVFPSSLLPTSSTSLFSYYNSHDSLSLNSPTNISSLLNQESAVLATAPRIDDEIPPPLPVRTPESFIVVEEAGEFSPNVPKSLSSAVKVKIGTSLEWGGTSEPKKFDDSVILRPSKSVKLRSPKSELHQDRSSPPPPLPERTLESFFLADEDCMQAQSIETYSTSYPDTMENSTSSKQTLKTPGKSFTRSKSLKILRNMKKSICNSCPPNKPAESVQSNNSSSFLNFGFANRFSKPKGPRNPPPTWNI
H69AR inhibit – growth inhibitors of human H69AR lung tumor cells; H69AR lung tumor viability, ATP luminescence, 72 h; active compounds read low; 6% of 85,000 active; viability, % at 10 µM;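 active = viability at or below 40%; inactive = viability above 40%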;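 also: multidrug resistant small cell line overexpressing MRP-1 efflux transporter; 100% = mean luminescence of untreated control wells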
Active calls of the source: *; · = not tested or not shown. An excerpt; rates above refer to the full screens.

SMILES	HUVEC inhibit	S1P2 ag	S1P2 antag	PostGolgi ctrl	sEH inh	Fibroblast inh	sEH activator	LYP act	H69AR inhibit
O=C(c1ccc(O)cc1)c1ccc(C(=O)O)c(C(=O)O)c1	96	-4	11	5	5	89	-3	-13	99
CCOCCCNc1nc2c(c(=O)n(C)c(=O)n2C)n1CCCc1ccccc1	81	-8	-8	33*	-19	97	18	0	68
CC(C)C(=O)Nc1cccc(C(=O)Nc2ccc3c(c2)OCO3)c1	75	-4	6	-1	1	91	-1	8	76
CCOc1ccc(NC(=O)CSc2nnc(C)n2Cc2ccccc2)cc1	95	-6	-6	·	-2	105	2	5	100
CC(C)(C)NC(=O)Nc1ccccc1C(N)=O	95	0	3	3	1	100	2	-2	99
CCOc1ccc(-n2c(COc3ccc(C)cc3)nnc2SCC(N)=O)cc1	94	1	0	-1	3	100	-4	-2	99
O=S(=O)(Cc1cc(-c2ccc(Cl)cc2)no1)c1ccccc1	·	-5	-22	21	-3	·	1	-6	·
Cc1ccc(C)c(NC(=O)c2sc(Cl)nc2-c2ccccc2)c1	·	-2	-7	24	0	·	1	7	·
CC1(C)NC(=O)N(CCCOc2ccccc2Br)C1=O	87	-3	-3	12	0	90	0	-9	87
CC(=O)Nc1ccc(N2C(C(C)=O)=NN(c3ccccc3)C2c2cccs2)cc1 (configuration not stated)	104	-6	-2	7	-4	102	5	-4	80
O=c1c2c(nc3c(-c4cccc5ccccc45)c[nH]n13)CCC2	70	-3	-5	-1	-6	96	6	13	74
CCOC(=O)c1c(-c2ccc(C)s2)csc1NC(=O)c1cccs1	77	-7	-3	9	-1	100	0	-11	103
CCN1CCN(C(=O)c2cc3nc(-c4ccccc4)cc(C(F)(F)F)n3n2)CC1	86	-5	-10	15	-12	102	13	-8	91
CCCCNc1nc(CC(C)=O)ns1	99	-2	-1	10	-7	70	2	26	90
Cc1nc(CCNC(=O)COc2ccccc2)cs1	93	-6	14	0	-9	100	10	5	103
Cc1cccc(N2CCN(C(=O)Cc3c(C(=O)O)[nH]c4ccc(Cl)cc34)CC2)c1C	·	-3	1	4	10	·	-9	3	·
COc1cc(N=c2ssnc2Cl)c(OC)cc1Cl	85	-5	4	-3	2	44*	-3	1	1.1*
COc1ccc(C)cc1N(CC(=O)Nc1cccc(N(C)S(C)(=O)=O)c1)S(C)(=O)=O	75	-11	20	37*	6	89	-4	3	78
CCOc1cc(/C=N/NS(=O)(=O)c2ccccc2)ccc1OS(=O)(=O)c1ccc(C)cc1	·	-9	-8	1	-2	·	4	-7	·
Nc1c(NCc2ccccc2)c(=O)[nH]c(=O)n1Cc1ccccc1	90	1	5	5	0	95	4	0	105

The closing four entries of the part above open the next one.
SMILES	HUVEC inhibit	S1P2 ag	S1P2 antag	PostGolgi ctrl	sEH inh	Fibroblast inh	sEH activator	LYP act	H69AR inhibit
COc1cc(N=c2ssnc2Cl)c(OC)cc1Cl	85	-5	4	-3	2	44*	-3	1	1.1*
COc1ccc(C)cc1N(CC(=O)Nc1cccc(N(C)S(C)(=O)=O)c1)S(C)(=O)=O	75	-11	20	37*	6	89	-4	3	78
CCOc1cc(/C=N/NS(=O)(=O)c2ccccc2)ccc1OS(=O)(=O)c1ccc(C)cc1	·	-9	-8	1	-2	·	4	-7	·
Nc1c(NCc2ccccc2)c(=O)[nH]c(=O)n1Cc1ccccc1	90	1	5	5	0	95	4	0	105
COc1ccc(CNC(=O)C(=O)NCC2CCCO2)cc1 (configuration not stated)	110	-1	-1	10	-1	93	4	8	89
COc1ccc(C(=O)N2CCN(C3CCC(c4ccccc4)CC3)CC2)cc1OC (configuration not stated)	106	-3	2	3	-2	100	4	-15	90
Cc1ccc(C(N)=S)c(C)c1	92	-4	5	0	-4	97	5	-2	97
O=c1cc(COn2nnc3ccc(C(F)(F)F)cc32)nc2sccn12	92	-1	-2	4	7	96	-7	3	64
O=C1C2CCCN2C(c2ccc(F)cc2)N1c1cccc(Cl)c1 (configuration not stated)	90	-5	9	5	9	100	-10	7	103
CCN1CCN(C2=C(Cl)C(=O)N(Cc3ccccc3)C2=O)CC1	93	0	2	·	1	95	3	-1	47
O=c1c2ccccc2nnn1CSc1nnc(-c2cccnc2)n1-c1ccccc1F	89	-5	5	5	-9	100	9	-3	86
CCOC(=O)C1=C(C)Nc2ncnn2C1c1cc(OC)ccc1OC (configuration not stated)	95	-3	-1	1	5	100	-3	8	91
O=C(NCc1cccs1)c1cc(-c2cccc(Cl)c2)on1	79	1	11	13	-11	91	11	-5	85
CCCCCCOc1ccc(OC(=O)c2ccncc2)cc1	40	0	-29	·	3	106	2	2	71
O=C(Nc1nnc(-c2ccccc2Cl)o1)c1ccco1	87	-1	-6	0	0	98	0	-4	79
CCOc1cc(/C=N/O)ccc1OS(=O)(=O)c1ccc(C)cc1	·	-7	19	27	14	·	-12	-4	·
COn1c(-c2ccccc2)nc2c1CCc1c-2no[n+]1[O-]	94	1	-8	-2	0	85	3	1	83
COc1ccc(NC(=O)CS(=O)CC(=O)Nc2ccc(OC)c(OC)c2)cc1 (configuration not stated)	88	-7	9	13	-2	99	1	8	92
CCCCn1c(SCC(=O)NCc2ccco2)nnc1-c1ccoc1C	98	-1	5	-1	-13	99	13	-3	79
COc1ccc(CCNC(=O)c2cccnc2)cc1OC	91	-2	10	2	·	92	·	-1	87
COC(=O)CSc1nnc(SCc2ccccc2)s1	95	-6	11	12	0	102	0	-3	96
Fc1cccc(NCc2cn3ccccc3n2)c1	100	-9	16	-3	6	100	-8	-3	103
COc1ccc(NC(=O)CSc2nnc(C3CCCCC3)n2-c2ccccc2)cc1	103	-5	-8	15	-4	104	8	-11	64
CCCCn1c(S(=O)(=O)O)nc2ccccc21	99	-5	3	4	0	95	-2	-5	97

Limited to Fibroblast inh, for some of the entries so far:
SMILES,Fibroblast inh
COc1ccc(NC(=O)CS(=O)CC(=O)Nc2ccc(OC)c(OC)c2)cc1 (configuration not stated),99
COc1ccc(NC(=O)CSc2nnc(C3CCCCC3)n2-c2ccccc2)cc1,104

The results go on.
SMILES	HUVEC inhibit	S1P2 ag	S1P2 antag	PostGolgi ctrl	sEH inh	Fibroblast inh	sEH activator	LYP act	H69AR inhibit
CC1CCC(N2CCN(c3ncccn3)CC2)C1 (configuration not stated)	103	-2	10	22	7	100	-7	7	103
Cc1noc(C)c1S(=O)(=O)N1CCN(Cc2ccc3c(c2)OCO3)CC1	107	-4	17	18	-6	98	6	-6	90
C(=C\c1ccccc1)/CSc1nnc(-c2ccncc2)n1Cc1ccco1	78	·	·	26	·	91	·	·	58
CCOC(=O)C1=C(C)N(C)C(=O)NC1c1ccccc1OC (configuration not stated)	114	-1	1	2	-8	105	6	6	102
COC(=O)CSc1nc(NC(C)=O)nc(C)c1Br	95	-2	-13	4	-2	93	0	-3	94
Cc1cc(C)c(S(=O)(=O)NNC(=O)C2CCN(Cc3ccccc3)CC2)c(C)c1	·	-5	23	6	26	·	-25	5	·
Cc1cccc2cc(CN(CC3CCCO3)C(c3nnnn3Cc3ccco3)C(C)C)c(=O)[nH]c12 (configuration not stated)	88	-4	5	5	-5	83	4	20	·
CCN(CC)S(=O)(=O)c1ccc(OC(C)C)nc1	95	-5	11	4	2	97	-3	-1	94
Cc1ccc(S(=O)(=O)Cc2ccc(C(=O)NCCCN3CCN(C)CC3)o2)cc1	103	-4	-8	1	7	101	-6	16	96
COc1ccc(CC(=O)NC(C)(C)CC(C)=O)cc1OC	90	-3	30	11	-5	97	7	-8	92
Cc1nc(N2CCN(C(=O)c3ccc(Cl)cc3)CC2)c(C#N)c2c1COC(C)(C)C2	99	-4	-5	18	7	95	-6	-9	37*
Cc1ccc(C(=O)c2nc3c(n2O)CCCC3)cc1	102	-1	8	1	1	109	-3	-1	90
O=S(=O)(c1ccccc1)c1nc(-c2ccco2)oc1N1CCOCC1	107	-6	17	4	14	106	-16	-10	90
CCCC(=O)Nc1ccc(N2CCN(C(=O)CCC)CC2)cc1	·	-4	-4	17	-1	·	2	0	·
Cc1cc([N+](=O)[O-])c(NCCCCCCO)c([N+](=O)[O-])c1	·	0	-2	·	-11	·	8	-4	·
CCc1cccc(C)c1NC(=O)CSc1nnc(-c2cc3cc(Br)ccc3o2)n1CC	111	-8	15	-3	-1	88	2	-8	65
CCN(c1ccccc1)S(=O)(=O)c1cc(OC)ccc1OC	106	-9	-6	10	-4	98	6	9	103
Clc1ccccc1-c1nnc2sc(C3COc4ccccc4O3)nn12 (configuration not stated)	·	-2	-5	30	-6	·	8	-8	·
Cc1cccc(OCC(O)CN2C(C)(C)CC(O)CC2(C)C)c1C (configuration not stated)	94	-9	2	3	0	132	-1	-3	94
c1ccc(N2CC[N+]3(CCCC3)CC2)nc1	104	-3	0	0	-12	98	11	-12	96

Two compounds drawn at random from those above:
SMILES	HUVEC inhibit	S1P2 ag	S1P2 antag	PostGolgi ctrl	sEH inh	Fibroblast inh	sEH activator	LYP act	H69AR inhibit
CC1CCC(N2CCN(c3ncccn3)CC2)C1 (configuration not stated)	103	-2	10	22	7	100	-7	7	103
CCCC(=O)Nc1ccc(N2CCN(C(=O)CCC)CC2)cc1	·	-4	-4	17	-1	·	2	0	·

Additional records.
SMILES	HUVEC inhibit	S1P2 ag	S1P2 antag	PostGolgi ctrl	sEH inh	Fibroblast inh	sEH activator	LYP act	H69AR inhibit
C=CCn1c(-c2ccccc2)c[nH]c1=S	106	-2	-6	9	16	94	-17	-5	104
Cc1sc2ncnc(SCC#N)c2c1C	79	·	·	8	·	89	·	·	88
COc1ccc(CCNC(=O)C2CC2)cc1OC	104	-5	9	4	2	103	-4	-3	99
CCOC(=O)c1c(C)c(C(=O)NCc2cccnc2)c(C)n1C	87	-1	-1	4	4	109	-5	4	94
COc1c(N2CCN(C(=S)NCc3ccccc3)C(C)C2)c(F)cc2c(=O)c(C(=O)O)cn(C3CC3)c12 (configuration not stated)	108	-8	23	24	6	98	-9	-34	2.5*
COc1ccccc1C1(CC(=O)N2CCOCC2)CCOC(C(C)C)C1 (configuration not stated)	97	0	5	5	-13	99	16	-1	100
Brc1cccc(Cn2c(-c3cncs3)nc3ccccc32)c1	103	-2	16	·	-15	96	15	0	91
CC1CN(c2ccc(S(=O)(=O)N3CCOCC3)cn2)CC(C)O1 (configuration not stated)	94	-4	-20	8	8	90	-8	15	84
COc1ccccc1N(CC(=O)NC(C)(C)C)C(=O)Cn1nnc(-c2ccc(C)o2)n1	103	-2	20	3	·	103	·	4	97
CCOC(=O)c1c(C)[nH]c(C(=O)COC(=O)CCC2CCCC2)c1C	·	-4	6	1	2	·	1	2	·
COc1ccc(S(=O)(=O)N2CCN(Cc3cccc(Cl)c3)CC2)cc1	·	-5	8	18	11	·	-13	-1	·
COc1ccc2cc3cc(C(=O)NCC4CCCO4)oc3nc2c1 (configuration not stated)	98	-4	6	-2	-15	99	14	0	108
Cc1nn(C)c(C)c1S(=O)(=O)NCc1cccs1	95	-8	-9	1	-7	103	10	2	89
O=C1c2oc3ccc(F)cc3c(=O)c2C(c2ccc(F)cc2)N1CCCN1CCOCC1 (configuration not stated)	109	-5	-12	·	-2	99	1	3	105
Cc1cc(C)n(-c2nc3c(c(=O)[nH]c(=O)n3C)n2CC(O)COc2ccccc2C)n1 (configuration not stated)	92	-4	-19	3	-5	99	6	10	68
O=C(NCc1ccco1)[C@@H]1CSC2c3ccccc3C(=O)N21 (some centres not stated)	94	-3	1	1	-7	93	7	-6	93
Cc1sc2ncnc(OCC(=O)c3ccc(S(=O)(=O)N4CCCC4)cc3)c2c1C	92	-4	6	1	·	93	·	-8	64
CC/C(=N\NC(=O)CSCc1ccc(Cl)cc1)c1ccc2c(c1)OCCO2	·	1	8	-5	78	·	-78	2	·
Cc1cccc2cc(CN(Cc3cccs3)Cc3nnnn3Cc3ccccc3)c(=O)[nH]c12	·	-4	16	15	7	·	-8	0	·
Cc1ccc(Cl)cc1N1CCN(C(=O)Cn2ccc3ccccc3c2=O)CC1	85	-10	-2	12	·	95	·	-6	103
COc1ccc(CCNC(=O)CCCCn2c(=O)[nH]c3ccccc3c2=O)cc1OC	94	-2	-3	3	6	97	-8	-14	109

Assay outcomes: PubChem, several laboratories
